# Bioassay records from PubChem BioAssay.
# D2 antag: antagonizes the human D2 dopamine receptor. HEK293 TREx D2 cells, calcium flux, dopamine EC80. inhibition, % at 10 µM. 340,000 tested, 2% active. AID 485344; in the data active = inhibition above about 30%; also: 0% is about no effect
# Target sequence (P14416 whole entry, looked up): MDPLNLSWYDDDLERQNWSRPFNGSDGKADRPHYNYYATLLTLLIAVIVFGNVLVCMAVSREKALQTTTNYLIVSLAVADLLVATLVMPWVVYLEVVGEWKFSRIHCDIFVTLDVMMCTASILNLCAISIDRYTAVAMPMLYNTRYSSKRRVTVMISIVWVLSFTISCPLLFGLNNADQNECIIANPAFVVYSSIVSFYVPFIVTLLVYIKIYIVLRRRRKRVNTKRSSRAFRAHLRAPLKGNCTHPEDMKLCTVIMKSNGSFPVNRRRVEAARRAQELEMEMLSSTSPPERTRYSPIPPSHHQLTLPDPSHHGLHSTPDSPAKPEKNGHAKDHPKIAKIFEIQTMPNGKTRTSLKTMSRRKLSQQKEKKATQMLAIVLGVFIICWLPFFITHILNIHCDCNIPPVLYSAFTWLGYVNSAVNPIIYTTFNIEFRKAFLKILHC
#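 Read-out: kinetic calcium fluorescence (1 cycle/s) in inducible HEK293 T-REx D2 cells after an EC80 dopamine addition that followed 180 s compound preincubation. Loss of the dopamine response indicates antagonism.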
# TRHR agonist: activates the human TRH receptor. TRHR cells, calcium flux fluo-8, FDSS agonist mode. activation, % at 2 µM. 360,000 tested, 0.18% active. P34981; also: 0% is about no effect
#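 TRHR-expressing cells loaded with fluo-8 calcium dye; 23 nL library compound pin-transferred, kinetic FDSS fluorescence (Ex 480/Em 530) recorded about 180 s for agonist-induced calcium release, before a 10 nM TRH EC20 addition for potentiator mode.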
# D1 antagonist: antagonists of human D1 dopamine receptor | activity change, negative = inhibition, % at 10 µM | AID 504652 | 360,000 tested, 3.2% active | HEK293 TREx D1 cells, calcium flux, dopamine EC80; stronger effect = lower value | P21728; in the data active = activity change below about -30%; also: % is scaled to controls: 0 for no effect and ±100 for the full control effect
# Target sequence (P21728 whole entry, looked up): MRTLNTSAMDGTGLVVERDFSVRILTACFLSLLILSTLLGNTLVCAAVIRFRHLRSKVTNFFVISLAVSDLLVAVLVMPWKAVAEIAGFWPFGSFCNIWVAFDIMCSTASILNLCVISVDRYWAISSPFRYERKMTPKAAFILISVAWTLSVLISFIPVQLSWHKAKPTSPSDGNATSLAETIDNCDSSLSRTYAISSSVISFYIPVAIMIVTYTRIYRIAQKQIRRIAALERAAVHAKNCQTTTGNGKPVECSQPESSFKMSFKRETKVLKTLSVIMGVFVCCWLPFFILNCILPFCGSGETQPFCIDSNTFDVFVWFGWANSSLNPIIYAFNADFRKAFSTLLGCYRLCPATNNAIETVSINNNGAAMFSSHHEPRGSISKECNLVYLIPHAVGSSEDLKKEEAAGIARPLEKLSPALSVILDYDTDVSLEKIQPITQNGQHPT
#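 Using tetracycline-induced force-coupled D1 Hek293 cells and a calcium dye, signals were followed for 180 s after compound, then for 180 s after EC80 dopamine, to detect inhibitors.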
# TRHR enhancer: allosteric enhancers of human TRH receptor; P34981; TRHR cells, fluo-8 calcium fluorescence, EC20 TRH enhancement; enhancement, % at 2 µM; 360,000 tested, 0.66% active; AID 493056; in the data active = enhancement above about 30%; also: 0% is about no effect
#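 TRHR-expressing cells loaded with fluo-8 calcium dye were read kinetically (ex 480/em 530) during compound addition, then stimulated with an EC20 of TRH (10 nM final). Enhancement of the Gq-mediated intracellular calcium response was scored.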
# RXFP1 antagonist: antagonists of human relaxin receptor RXFP1; Q9HBX9; HEK293-RXFP1, relaxin-stimulated cAMP HTRF, 30 min; stronger effect = lower value; activity change, negative = inhibition, % at 57.5 µM; 350,000 tested, 0.59% active; AID 1259400;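 active = activity change of -60% or lower, but not beyond a set lower limit; inconclusive = change between -60% and -40%, or beyond the set limit; inactive = change above -40%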; also: % is scaled to controls: 0 for no effect and ±100 for the full control effect
# D2 potentiator: positive allosteric modulators of human D2 dopamine receptor | potentiation, % at 10 µM | P14416 | AID 485347 | 340,000 tested, 0.34% active | HEK293 T-REx D2, calcium flux, EC20 dopamine potentiation;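 active = potentiation over 3 SD above the plate norm, cut at about 30% in these data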; also: 0% is about no effect
#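 Using a no-wash calcium dye in inducible, force-coupled HEK293 Trex cells expressing D2, we tracked fluorescence each second for 180 s after compound, then for 180 s after EC20 dopamine to detect augmented signalling.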
# D1 PAM: potentiators of human D1 dopamine receptor | P21728 | HEK293 TREx D1 cells, calcium flux, dopamine EC20 potentiation | potentiation, % at 10 µM | 360,000 tested, 0.036% active; in the data active = potentiation above about 30%; also: 0% is about no effect
# D2 agonist: agonists of human D2 dopamine receptor; P14416; HEK293 T-REx D2 cells, calcium flux agonist mode; activation, % at 2 µM; 340,000 tested, 0.53% active; AID 485358;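 active = activation over 3 SD above normal in the single-dose calcium agonist read, cut at about 30% in these data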; also: 0% is about no effect
#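 HEK293 Trex D2 cells, tetracycline-induced, o/n 30 C 5% CO2; no-wash Ca dye, RT 30–90 min; 10-cycle baseline, 23 nl cpd added, kinetic Ca read 180 s; agonist hits = positive Ca response.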
# D1 ag: agonists of human D1 dopamine receptor; HEK293 T-REx D1 cells, calcium flux, agonist mode; activation, % at 2 µM; 360,000 tested, 1% active; AID 504660; also: 0% is about no effect
#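 Tetracycline-induced HEK293 TREx D1 cells, force-coupled to calcium signalling, were dye-loaded with a no-wash calcium kit. Compound was pin-added after a 10 s baseline. Fluorescence was read kinetically at 1 cycle/s for 180 s, with calcium rises flagged as agonism.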
# Active calls of the source: *; ? = inconclusive; . = no result given. Rule as the data show it, unless noted: active = activation above about 30%; inactive = the rest.
SMILES,D2 antag,TRHR agonist,D1 antagonist,TRHR enhancer,RXFP1 antagonist,D2 potentiator,D1 PAM,D2 agonist,D1 ag
COC(=O)c1ccc(S(=O)(=O)N2Cc3ccccc3C2)cc1,4,0.4,-20,1,-4,12,-4,1.4,12
CC1CCCC(C)N1C(=O)CSc1nnc(-c2ccco2)n1C (stereo not drawn),-43,-0.1,-3,3,1,5,.,0.2,6
CC(=O)c1c(C)[nH]c(C(=O)Nc2ccccn2)c1C,20,0.3,-10,7,-3,-6,1,0.5,1
Cc1nn(Cc2cccc(C(=O)NCC(C)C)c2)c(C)c1Br,21,0.2,4,-15,3,-1,-6,0.8,0
COc1ccc(NC(=O)CC(C)S(=O)(=O)c2ccc3c(c2)NC(=O)CO3)cc1OC (stereo not drawn),.,0.1,-12,-11,-3,-10,-2,-1.0,0
Cc1ccc(Nc2ccc3nonc3c2[N+](=O)[O-])cc1,-6,0.1,-17,-2,-11,1,-3,0.0,0
CCCCSc1nc2sc3c(c2c(=O)n1-c1ccccc1C)CC(C)(C)OC3,.,0.8,7,-9,.,13,0,.,4
CCN(CC)CCCN(C(=O)c1ccc(OC)cc1)c1nc(-c2ccc(OC)cc2)cs1,-5,4.5,13,3,-29,-27,3,1.6,-1
Cc1ccc(N2C(=O)C(Cl)=C(N3CCCCCC3)C2=O)cc1,3,-1.0,3,5,-1,2,9,-1.6,6
O=C(CSc1nnc(NC(=O)c2ccc3c(c2)OCO3)s1)NCc1ccco1,4,-0.1,-5,-2,-14,3,-3,0.5,8
COc1ccc(CN(CC(=O)NC2CCCC2)C(=O)c2ccc(-c3ccccc3)[nH]2)cc1,15,0.1,26,-1,-19,4,3,0.5,2
CCOc1ccc(NC(=O)c2cn(CC(C)C)c(=O)c3c2c2ccccc2n3C)cc1,.,0.2,7,-5,-15,.,0,.,3
COc1ccc2oc(=O)c(-c3nc(-c4cccs4)no3)cc2c1,.,0.3,-2,-3,6,-1,-4,0.2,1
Cc1cccc(NC(=S)N/N=C2/CCCCc3ccccc32)c1,-5,0.3,-1,-5,3,5,-3,1.6,2
CCCCC(NC(=O)Cc1c(C)c2cc3c4c(oc3c(C)c2oc1=O)CCCC4)C(=O)O (stereo not drawn),-18,-0.1,-8,-2,5,-3,2,0.6,1
CC1CN(Cc2ccccc2)c2nc3c(c(=O)[nH]c(=O)n3C)n2C1 (stereo not drawn),-7,-0.2,-2,-4,-10,-1,-2,-0.9,0
CCc1ccc(-c2cnc3ccccc3n2)cc1NC(=O)CNC(=O)c1ccccc1,-6,0.1,-10,-1,8,6,3,-1.3,2
CCOC(=O)c1c(C)[nH]c(C)c1S(=O)(=O)N(C)CC(=O)Nc1ccccc1OC,-14,-1.1,5,0,15,-25,-4,-1.7,2
Cc1cccc(NC(=O)Nc2cc(C)on2)c1,-2,1.1,-12,3,0,6,-5,0.4,2
O=C(NCc1cccc(F)c1)C1CCC(=O)N(C2CC2)C1 (stereo not drawn),0,0.4,-4,-1,4,-4,-1,0.6,1
O=C(O)CSc1nnc(-c2ccc(Cl)cc2Cl)n1Cc1ccccc1,-1,1.9,8,8,7,-5,2,0.4,1
CCOC(=O)Nc1nc(C)c(C(=O)N(C)C)s1,-15,-0.2,-3,-1,5,0,-5,0.2,0
CCOC(=O)c1c(NC(=O)C(C)Sc2cn(CCNC(=O)c3ccc(OC)cc3)c3ccccc23)sc2c1CCC2 (stereo not drawn),.,1.6,4,1,.,.,0,0.4,-1
CN(C)CCNc1oc(/C=C/c2ccccc2)nc1C#N,-8,0.3,-1,0,9,-20,-5,-0.1,3

# A second format for two compounds above:
SMILES: CCOC(=O)Nc1nc(C)c(C(=O)N(C)C)s1
  D2 antag: -15 | TRHR agonist: -0.2 | D1 antagonist: -3 | TRHR enhancer: -1 | RXFP1 antagonist: 5 | D2 potentiator: 0 | D1 PAM: -5 | D2 agonist: 0.2 | D1 ag: 0

SMILES: CCCCSc1nc2sc3c(c2c(=O)n1-c1ccccc1C)CC(C)(C)OC3
  D2 antag: . | TRHR agonist: 0.8 | D1 antagonist: 7 | TRHR enhancer: -9 | RXFP1 antagonist: . | D2 potentiator: 13 | D1 PAM: 0 | D2 agonist: . | D1 ag: 4

# Going on with the list:
SMILES,D2 antag,TRHR agonist,D1 antagonist,TRHR enhancer,RXFP1 antagonist,D2 potentiator,D1 PAM,D2 agonist,D1 ag
CCCN1CCN(CCNC(=O)Nc2ccc(OC)c(OC)c2)CC1,.,1.0,8,-1,.,-11,-1,0.7,0
CCOC(=O)c1cc(C#N)c(Oc2ccc(F)cc2)nc1-c1ccccc1,-11,0.9,-35*,1,-15,6,-2,-0.1,8
CC1CCCCC1NC(=O)CN1C(=O)NC(C)(c2cc(F)ccc2F)C1=O (stereo not drawn),0,0.0,12,1,4,-9,2,0.0,1
COc1ccc2c(C(=O)c3ccc(C)cc3)n(CCC(N)=O)[n+]([O-])c2c1,11,-0.1,1,4,.,6,-6,-0.3,0
Cc1ccc(Nc2nc(-c3ccc(S(=O)(=O)N4CCOCC4)cc3)cs2)cc1Cl,-3,0.1,1,-1,13,7,3,-0.5,4
COc1ccccc1OCC(O)Cn1c(=N)n(CCN2CCCCC2)c2ccccc21 (stereo not drawn),3,1.8,4,4,-3,.,-2,3.3,1
COc1cc2c(cc1OC)C(c1ccc(C(F)(F)F)cc1)CC(=O)N2 (stereo not drawn),-1,4.3,-10,-6,-5,12,-3,0.1,9
Cc1c(Cl)cccc1NC(=O)CN1CCN(CCN=CC2=C(O)CC(c3ccccc3)CC2=O)CC1 (stereo not drawn),-3,-0.6,-5,6,-3,.,-3,-0.7,4
O=C(CS(=O)(=O)c1cccc2nsnc12)Nc1ccc(F)cc1F,.,-1.1,2,-1,-4,20,-4,.,1
Cc1ccc2cccc(OCC(=O)N(C)CC(=O)Nc3ccc(F)cc3)c2n1,-15,-0.2,35,-13,9,-11,3,0.3,0
COc1cccc(N2CCN(C(=O)c3cc4c(=O)n(Cc5cccnc5)ccc4nc3C)CC2)c1,.,-0.3,-6,2,-5,-3,-2,-0.3,-1
Cc1ccc(Cl)cc1N1CCN(C(=O)c2cc3c(-c4ccccc4F)nn(C)c3s2)CC1,.,2.0,24,9,-22,22,8,1.4,14

# Marked active in D1 antagonist, of those listed so far:
mol	D2 antag	TRHR agonist	D1 antagonist	TRHR enhancer	RXFP1 antagonist	D2 potentiator	D1 PAM	D1 ag
CCOC(=O)c1cc(C#N)c(Oc2ccc(F)cc2)nc1-c1ccccc1	-11	0.9	-35*	1	-15	6	-2	8

# Other compounds follow.
SMILES,D2 antag,TRHR agonist,D1 antagonist,TRHR enhancer,RXFP1 antagonist,D2 potentiator,D1 PAM,D2 agonist,D1 ag
COc1cc(NC(=O)COn2nnc3ccc(S(C)(=O)=O)cc32)cc(OC)c1,8,0.2,-1,-2,12,6,-5,0.1,0
CC(C)c1ccc(C2NC(=O)c3n[nH]c(-c4cccs4)c32)cc1 (stereo not drawn),.,-0.8,-3,-2,.,3,-1,-0.7,0
NS(=O)(=O)c1cc(C(=O)OCC(=O)NC2CCCCCCC2)ccc1Cl,.,0.2,-5,-5,0,.,-3,.,0
CCOc1ccc(CN(C)CC(=O)Nc2ccccc2C(=O)NC2CC2)cc1,-6,-1.5,-3,-2,-8,0,-2,-0.1,4
COCCNS(=O)(=O)c1ccc2c(c1)C(=NO)c1cc(S(=O)(=O)NCCOC)ccc1-2,12,0.5,14,-2,-3,-3,-3,0.2,4
COc1cc(NC(=O)c2ccccc2Cl)c(OC)cc1NC(=O)CN1CCOCC1,-8,0.3,-3,-1,-11,-5,1,-0.1,1
O=C(NCCCn1ccnc1)c1cc2c(s1)CCCCC2,-15,-0.1,4,-5,-3,-10,-1,0.4,0
CCCN(CCC)CCNC(=O)C1CCN(S(=O)(=O)c2cccc3nsnc23)CC1,37*,-0.6,-6,-11,18,-6,0,0.8,0
Cc1cc(C(=O)CSc2nc(N)cc(N)n2)c(C)n1-c1cccc(F)c1,17,-0.5,7,-6,2,5,0,-0.8,7
CCN(Cc1ccccc1)C(=O)COC(=O)c1cc(Cl)nc(Cl)c1,23,-0.1,24,-5,-9,-2,-2,-0.5,-3
CC(=O)Oc1c(C)cc(O)c2ccccc12,-10,-0.1,-8,-4,.,-1,2,0.4,-2
Cc1ccc2cccc(S(=O)(=O)N3CCN(c4ccccc4F)CC3)c2n1,-9,-0.7,-23,25,1,7,-8,-1.2,6
CNc1nc(C23CC4CC(CC(C4)C2)C3)cs1,14,0.9,7,-5,-19,8,0,0.4,1
O=C(CN(c1ccccc1)S(=O)(=O)c1ccccc1)NCCSc1ccccn1,-3,-1.8,-15,-6,4,8,0,-1.3,-1
CN(C)S(=O)(=O)c1ccc(N2CCCC2)c(C(=O)Nc2ccccc2Br)c1,-10,-0.1,-12,15,20,-17,-3,-0.3,0
C=CCn1c(SCC(=O)NCC2CCCO2)nc2sc(C)c(C)c2c1=O (stereo not drawn),2,-1.8,0,-3,-1,6,-14,-1.3,2
CCCNC(=O)Nc1cccc(NC(C)=O)c1,-9,0.8,4,0,1,-2,-3,0.0,1
O=C1CCCCC1Sc1nnc(-c2ccc3c(c2)OCO3)o1 (stereo not drawn),-2,-0.3,9,0,-5,4,-3,1.6,1
CC1(C)NC(=O)N(CC(O)CN2C(=O)CCC2=O)C1=O (stereo not drawn),15,0.3,6,-3,-5,-3,0,0.2,1
Nn1c(SCC(=O)Nc2cccnc2Cl)nnc1-c1ccccc1,-1,-0.2,-2,0,1,-8,10,1.8,0
COc1ccc(C2=NC3(CCCCC3)N(CC(=O)Nc3ccc(C(C)C)cc3)C2=O)cc1,.,0.6,-5,-1,-20,4,-1,-0.1,6
COc1cccc(NC(=S)Nc2cccnc2)c1,-10,-0.1,1,0,.,6,-3,-0.3,1
CCCOP(=O)(c1ccc(N(C)C)cc1)C(O)c1ccc(N(C)C)cc1 (stereo not drawn),-5,0.2,-2,12,-4,10,-8,0.1,1
O=C(NNC(=O)C(Cl)Cl)c1cnn(-c2ccccc2)c1C(F)(F)F,5,-0.5,14,-3,1,2,-4,1.1,2
CCOCCCNC(=S)NCCCNc1nc2ccc(C)cc2cc1C#N,3,0.2,-4,8,.,-1,-5,-0.3,0
CC1Cc2ccccc2N1C(=O)Cn1cnc2ccccc21 (stereo not drawn),-10,1.0,.,-3,11,10,-3,1.1,2
Cc1ccc(/C=C2/C(=O)ON=C2c2ccccc2)o1,5,2.4,5,1,-11,4,0,1.3,1
Cn1c(SCc2cc(=O)c3cc(Cl)ccc3[nH]2)nnc1-c1ccccc1,.,-0.6,-18,3,7,.,-3,0.4,3
CCc1ccccc1OCC(=O)Nc1nc(-c2cccnc2)cs1,1,0.7,-20,-4,?,-16,11,-0.6,15
O=C(O)CC1C(=O)NCCN1C/C=C/c1ccccc1 (stereo not drawn),-3,0.5,-27,16,.,-5,-6,0.4,-2
COc1cc(Cl)c(S(=O)(=O)N2CCCC2)cc1Cl,-6,-0.5,12,1,24,12,2,-0.3,4
